HT1080-NT tox – qHTS for induction of synthetic lethality in tumor cells producing 2HG: qHTS for the HT-1080-NT fibrosarcoma cell line; Potency, µM (titrated, usually from 46.1 µM), without a hit: at the highest dose activity, negative = less viability, usual class: cytotoxic; HT-1080-NT fibrosarcoma viability, CellTiter-Glo ATP luminescence, 48 h; AID 686970, 2013; 360,000 tested, 1.6% active;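 also: NT is the 2HG producing partner of a matched IDH1 knockdown line; potency is read from the fitted curve at half-maximal effect; 0% = DMSO-treated cells and -100% = media-only wells without cells; nearly all actives have a fitted effect of over 55% in size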
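Read-out is CellTiter-Glo luminescence after 10 minutes at room temperature, following 48 hours' compound treatment of HT-1080-NT cells (750 cells/well, RPMI, 5% FBS, 37 degrees C).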
KB-3-1 cytotox – qHTS assay for MDR1-selective chemotherapeutics: Primary screen using the parental adenocarcinoma cell KB-3-1; 400,000 tested, 1.4% active; Potency, µM (series often up to 46.1 µM), without a hit: at the top dose activity change, negative = cytotoxic, most hits filed as cytotoxic; KB-3-1 viability, CellTiter-Glo ATP luminescence, 72 h; AID 1347075, 2019; also: potency is read from the fitted curve at half-maximal effect; % is scaled to controls: 0 for no effect and ±100 for the full control effect; nearly all actives have a fitted effect of over 60% in size
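Cytotoxicity in the drug-sensitive parental line KB-3-1 was scored as loss of CellTiter-Glo luminescence following 72 h incubation with compound. Values come from curve fitting of normalized concentration-response data.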
HT1080 IDH1KD tx – qHTS for induction of synthetic lethality in tumor cells producing 2HG: qHTS for the HT-1080-IDH1KD cell line; HT-1080 IDH1 knockdown viability, ATP luminescence, 48 h; Potency, µM (highest dose often 46.1 µM), without a hit: top-dose activity, negative = toxicity, most hits filed as cytotoxic; 360,000 tested, 2% active;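 also: potency is read from the fitted curve at half-maximal effect; 0% = DMSO wells and -100% = cell-free medium wells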
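Knockdown cells (IDH1KD HT-1080) received compounds 2 h after plating at 750 cells/well and were kept 48 h at 37 °C in 5% FBS RPMI. A CellTiter-Glo luminescence read gave % activity for curve fitting.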
GLP1R cytotox – qHTS of GLP-1 Receptor Inverse Agonists: Cytotox Screen; HEK293 cAMP-luciferase reporter cells, luminescence, 24 h; Potency, µM (top dose mostly 38.3 µM), for the others: top-dose activity change, negative = inhibition, usual class: inhibitors; 410,000 tested, 0.13% active;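 also: loss of luciferase light is scored as toxicity; potency is read from the fitted curve at half-maximal effect; % is scaled to controls: 0 for no effect and ±100 for the full control effect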
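Step one: seed cells (200 cells/uL, DMEM with 10% Nu serum, 1% pen-strep). Step two: 12-hour incubation at 37 deg C. Step three: pin 23 nL compound, incubate 24 hr. Step four: add luciferase reagent, read luminescence 12 min later.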
MCF10A rereplic – A quantitative high throughput screen for small molecules that induce DNA re-replication in MCF 10a normal breast cells; MCF 10A DNA re-replication, Hoechst nuclear intensity, 48 h; Potency, µM (doses to about 46.1 µM), without a hit: at the top dose activity, positive = re-replication, actives largely listed as activators; 350,000 tested, 2.9% active; AID 624296, 2012; also: potency is read from the fitted curve at half-maximal effect; % of control where 0% means no effect; nearly all actives have a fitted effect of over 50% in size
IL-1B inflam inh – qHTS for Inhibitors of Inflammasome Signaling: IL-1-beta AlphaLISA Primary Screen; activity change, % at 57.5 µM; AID 743279, 2014; 360,000 tested, 4.7% active; THP-1 LPS/ATP IL-1B secretion, AlphaLISA, 16 h; active compounds read low; in the data active = activity change below about -50%; inconclusive = mostly about -30% to -49%; also: % is scaled to controls: 0 for no effect and ±100 for the full control effect
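THP-1 cells pretreated 1 hr with compounds (up to 57.5 uM final), then stimulated with LPS (250 ng/mL final) plus ATP (1.25 mM final); secreted IL-1B measured by AlphaLISA after 16 hr, decreased signal indicating inhibition.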
KB-V1 cytotox – qHTS assay for MDR1-selective chemotherapeutics: Primary screen using the drug-selected MDR subline cells KB-V1; KB-V1 MDR cells viability, CellTiter-Glo, 72 h; Potency, µM (doses to about 46.1 µM), for inactives: at the top dose activity change, negative = cytotoxicity, usual class: cytotoxic; 400,000 tested, 3.4% active; AID 1347076, 2019; also: potency is read from the fitted curve at half-maximal effect; % is scaled to controls: 0 for no effect and ±100 for the full control effect; nearly all actives have a fitted effect of over 60% in size
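Compound-treated KB-V1 multidrug-resistant cells, 72 h, 37 degrees C; viability by CellTiter-Glo. Fitted qHTS curves give the values.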
SW480 rerep – A quantitative high throughput screen for small molecules that induce DNA re-replication in SW480 colon adenocarcinoma cells | SW480 DNA re-replication, Hoechst DNA content imaging, 48 h | Potency, µM (highest dose often 46.1 µM), without a hit: at the highest dose re-replication activation, actives largely listed as activators | 340,000 tested, 1.8% active | AID 624297, 2012; also: potency is read from the fitted curve at half-maximal effect; % of control where 0% means no effect; nearly all actives have a fitted effect of over 55% in size
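Treated cells incubate 48 hr (37 C, 5% CO2), are stained 40 min with Hoechst, and nuclear fluorescence is enumerated; a rise in nuclei with high DNA signal marks re-replication.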
D3 ag – qHTS of D3 Dopamine Receptor Agonist: qHTS | D(3) dopamine receptor (Homo sapiens), P35462 | D3R DiscoveRx beta-arrestin cells, luminescence, 90 min | max activation, % | 410,000 tested, 0.58% active | AID 652048, 2013; in the data active = max activation above about 30%; also: 0% is about no effect; mostly tested at two doses, the higher about 12 µM
Target sequence (P35462 whole entry, looked up): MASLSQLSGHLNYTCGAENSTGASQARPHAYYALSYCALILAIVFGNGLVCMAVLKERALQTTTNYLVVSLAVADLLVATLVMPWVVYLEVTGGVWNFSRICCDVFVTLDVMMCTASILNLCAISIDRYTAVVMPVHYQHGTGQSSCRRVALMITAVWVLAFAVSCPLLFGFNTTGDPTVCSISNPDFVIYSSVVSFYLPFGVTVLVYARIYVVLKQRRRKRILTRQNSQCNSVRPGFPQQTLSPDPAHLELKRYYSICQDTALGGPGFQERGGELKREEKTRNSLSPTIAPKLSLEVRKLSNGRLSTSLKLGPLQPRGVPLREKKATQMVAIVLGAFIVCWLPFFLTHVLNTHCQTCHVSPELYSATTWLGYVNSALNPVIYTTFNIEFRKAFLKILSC
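Cells at 1500/well, incubated overnight, then treated with pinned compounds (dopamine as control) for 90 min at 37 degrees C. DiscoveRx reagent added for 30 - 60 minutes at room temperature; luminescence read.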
The depositor's hits bear a star; i = inactive; ? = inconclusive; nt = not tested or not shown; & = joins results of further samples; [ ] = dose if it differs, or a comment. Unless noted, calls follow the shape of the dose curve; as a rule, active = well fitted curve in the direction sought with a large enough effect; inconclusive = small, poorly fitted or top-dose-only effect, or another doubt; inactive = no such curve, though single readings can be large; an effect the other way counts as inactive or inconclusive.

Under each structure – HT1080-NT tox, KB-3-1 cytotox, HT1080 IDH1KD tx, GLP1R cytotox, MCF10A rereplic, IL-1B inflam inh, KB-V1 cytotox, SW480 rerep, D3 ag
COc1cccc2c3cccc(OC)c3c3[nH]cnc3c12
 : -26.0%, ?, 20.6µM*, ?, 20.6µM*, -101.8*, ?, ?, 2.8
CC(=O)Nc1ccc(-c2csc(NC(=O)C3=COCCO3)n2)cc1
 : -13.6%, -0.9%, -3.3%, -6.6%, 5.7%, -11.4, -17.7%, 0.4%, -4.3
COC(=O)c1nnn(-c2ccccc2)c1N
 : 13.3%, 1.1%, 10.8%, -16.8%, -1.6%, -16.2, 12.2%, -4.6%, 5.6
O=C(NCc1ccco1)c1ccccc1-c1ccc(C(F)(F)F)cc1
 : 0.8%, 4.5%, 1.0%, 9.3%, 27.3%, -25.1, 3.9%, 0.6%, -1.6
CCCCNC(=O)CNC(=S)N(Cc1ccccc1)Cc1cccs1
 : -8.1%, -10.3%, -17.5%, 2.3%, 0.5%, ?, ?, 0.1%, 2.4
COCCn1c(=S)[nH]c2cc(C(=O)NC(C)C)ccc2c1=O
 : 3.8%, 19.9%, 5.3%, 5.8%, 0.7%, 16.6, 3.5%, -7.3%, -7.2
C/C=C/c1ccc(OCC(=O)Nc2ccc(OC)c(OC)c2)c(OC)c1
 : -25.5%, -18.7%, -17.4%, -1.3%, 18.4%, -25.0, -29.6%, ?, -8.4
COc1ccc(-n2c(=O)c3ccc(C(=O)NCc4ccc(C)cc4)cc3n(Cc3cccc(Cl)c3)c2=O)cc1
 : nt, -6.1%, nt, -8.1%, nt, nt, 0.0%, nt, 1.9
CC1(C)CC(NS(=O)(=O)OCC(Cl)(Cl)Cl)c2cc(C#N)ccc2O1 (stereo not drawn)
 : -1.8%, -8.8%, -5.6%, 17.3%, ?, 34.9, 9.0%, 0.2%, 11.2
COCC(=O)N/N=C/c1c(C)[nH]n(-c2ccccc2)c1=O
 : -3.7%, -27.1%, -18.5%, -3.8%, 3.3%, -9.0, -25.5%, ?, -17.3
CCC(=O)N1CCc2cc(CNC(=O)Nc3ccc(OC)cc3OC)ccc21
 : nt, 1.0%, nt, 16.8%, nt, nt, -24.6%, nt, 2.2
CC1CN=C2C(C(=O)Nc3ccccc3)=C(O)CC(c3ccccc3)N21 (stereo not drawn)
 : 11.5%, 2.8%, -1.7%, 15.4%, 14.6%, -5.5, -32.3%, -7.2%, 0.5
Nc1c(N(CCO)C(=O)/C=C/c2ccco2)c(=O)[nH]c(=O)n1Cc1ccccc1
 : 7.1%, 2.2%, 8.1%, 0.4%, -5.3%, 11.6, 11.2%, 96.8%, 1.8
CCC(=O)N1CCc2cc(S(=O)(=O)NC(Cc3ccccc3)C(=O)NCc3ccc(F)cc3)ccc21 (stereo not drawn)
 : nt, 5.4%, nt, 0.4%, nt, nt, 5.8%, nt, 6.1
Cc1cc(NC(=O)c2cccc(S(=O)(=O)N3CCC(C)CC3)c2)no1
 : 1.2%, nt, 1.0%, 9.9%, 3.4%, -1.6, nt, 3.7%, -5.0

Brought forward from above: two compounds, then new ones.
Under each structure – HT1080-NT tox, KB-3-1 cytotox, HT1080 IDH1KD tx, GLP1R cytotox, MCF10A rereplic, IL-1B inflam inh, KB-V1 cytotox, SW480 rerep, D3 ag
CCC(=O)N1CCc2cc(S(=O)(=O)NC(Cc3ccccc3)C(=O)NCc3ccc(F)cc3)ccc21 (stereo not drawn)
 : nt, 5.4%, nt, 0.4%, nt, nt, 5.8%, nt, 6.1
Cc1cc(NC(=O)c2cccc(S(=O)(=O)N3CCC(C)CC3)c2)no1
 : 1.2%, nt, 1.0%, 9.9%, 3.4%, -1.6, nt, 3.7%, -5.0
O=c1cc(CN(Cc2ccccc2)Cc2ccccc2)c2ccccc2o1
 : -2.7%, -0.5%, ?, -2.7%, nt, 11.7, -36.4%, nt, -12.9
CC(=O)N1CCN(C(=O)c2ccc(S(=O)(=O)Nc3ccccc3Cl)cc2)CC1
 : 0.8%, 9.7%, 0.1%, -2.9%, 3.1%, 7.3, 21.1%, -88.2%[inhibitor], -2.7
O=C(CSc1nnc(C2CC2)n1-c1ccccc1)Nc1ccc(N2CCOCC2)cc1
 : -6.5%, -4.6%, 6.7%, -8.1%, ?, 0.8, -2.5%, 9.1%, -6.1
O=C1C2CCCN2C(=O)N1CCCN1CCN(c2cccc(Cl)c2)CC1 (stereo not drawn)
 : 6.2%, 4.8%, -0.2%, -5.9%, -1.4%, 32.5, 4.7%, -3.7%, -13.3
O=C(Oc1ccc(C(=S)N2CCOCC2)cc1)c1ccccc1[N+](=O)[O-]
 : 4.4%, -0.4%, -1.6%, 0.6%, 3.3%, 52.4, -3.7%, -27.0%, -12.5
CN(C)CCCNc1nc2sc3c(c2c(=O)n1CCc1ccccc1)CCCCC3
 : ?, ?, ?, ?, ?, nt, -9.8%, -7.8%, -12.5
O=C(CCC(=O)OCc1ccc([N+](=O)[O-])cc1Cl)Nc1ccccc1
 : -2.4%, 2.8%, 3.6%, -5.1%, 17.7%, i, 5.1%, -22.2%, 1.1
CCOC(=O)CC(NC(=O)Cn1nnc(-c2ccccc2F)n1)c1ccc(OC)cc1 (stereo not drawn)
 : 5.2%, ?, 12.6%, 9.8%, 1.7%, 15.0, ?, -6.9%, -6.8
N#Cc1nc(N2CCOCC2)nc(N2CCOCC2)n1
 : -0.8%, ?, -1.3%, -5.1%, ?, -1.2, -2.9%&0.0%, 1.0%, -14.4
CCOC(=O)CNC(=O)C12CC3CC(C1)CC(c1ccc(C)cc1)(C3)C2
 : 8.8%, 5.6%, 6.3%, -6.2%, 7.4%, 28.7, -4.1%, -1.2%, 1.2
COc1cc(/C=N/Nc2nn3cnnc3c3ccccc23)ccc1O
 : ?, 1.6%, 5.62µM*, 2.1%, -1.1%, -1.1, ?, -7.8%, -3.9
COc1cc(N2N=C(c3ccccc3)CC2c2ccccc2)c(C=O)cc1C=O (stereo not drawn)
 : -3.4%, ?, 0.1%, 4.3%, ?, 8.2, ?, 18.5%, -6.0
CC(=O)Nc1cccc(N=NN2CCOCC2)c1
 : -2.0%, -4.1%, -21.1%, -1.4%[7.66 µM], 0.9%, 19.7, 17.6%, -4.5%, 1.2
CCOc1ccccc1N1CC(C(=O)N2CCN(Cc3ccc(C#N)cc3)CC2)CC1=O (stereo not drawn)
 : 0.0%, 1.3%, -3.3%, -0.9%, -2.2%, -4.8, -10.3%, -4.7%, 1.1
CC12CCC(C(NC(=S)NN)C1=O)C2(C)C (stereo not drawn)
 : 12.1%, -1.6%, 21.9%, -12.9%, 2.7%, 0.1, 8.3%, -6.9%, -7.4
Cc1cc(=O)[nH]c(SCC(=O)c2ccccc2)c1C#N
 : -15.4%, 4.3%, -28.0%, -15.0%, 2.8%, -2.2, 6.0%, 0.5%, 3.0
COc1nccnc1NS(=O)(=O)c1ccc(NC(=O)c2cccc(C)c2)cc1
 : 5.9%, -5.0%, 13.0%, -1.5%, 11.8%, 8.9, 10.5%, 12.4%, 21.9
CCCc1nnc(NC(=O)OCC)s1
 : 7.7%, -0.2%, 20.6%, -0.2%, -6.1%, 40.6, 5.9%, -2.7%, 3.0
CC(=O)c1c(C)[nH]c(C(=O)N2CCCCCC2)c1C
 : 8.9%, -24.7%, 29.0%, -3.7%, ?, 16.6, 9.3%, -2.5%, 0.1
CCN(CC)CCCNC(=O)CCn1nc(-c2ccccc2)ccc1=O
 : -4.6%, 1.1%, 0.0%, 3.0%, ?, -13.6, ?, -2.1%, -4.2
CCOC(=O)C1=NN(C(C)=O)C2(CC(=O)N(c3cccc(C)c3)C2=O)C1 (stereo not drawn)
 : 0.7%, 8.6%, 0.5%, 23.3%, 14.3%, 33.4, 0.4%, 0.1%, 6.9
COc1ccc(S(=O)(=O)N2Cc3ccccc3CC2C(=O)N2CCOCC2)cc1 (stereo not drawn)
 : ?, 5.7%, 0.5%[9.24 µM], ?, 0.6%, 5.0, -4.9%, -7.8%, -3.9
CCN(CC)C(=O)CSc1nc2ccc(NC(=O)CSc3nnc(N)s3)cc2s1
 : 1.2%, -2.6%, -0.7%, 18.9%, -1.2%, -13.1, 7.0%, 0.9%, -2.4
COc1ccc(CC(=O)N(C)CC(=O)Nc2ccc(F)cc2)cc1S(=O)(=O)N1CCOCC1
 : 6.2%, 12.1%, 0.9%, -13.3%, 0.7%, 15.6, 0.0%, 3.4%, -1.4
CCc1ccc(C2C(C#N)=C(N)C(C#N)(C#N)C3=CCC(C(C)(C)C)CC32)cc1 (stereo not drawn)
 : -11.8%, ?, -25.1%, 38.0%[activator], 14.6µM*, -58.3*, ?, 8.2µM*, -11.9
O=C(NNC(=O)C1CCN(Cc2ccccc2)CC1)c1cccs1
 : -1.7%, 9.3%, 5.3%, 20.6%, -1.7%, 16.7, -9.2%, -3.2%, -1.9
O=[N+]([O-])c1cc(/C=N/N2CCOCC2)cs1
 : 20.4%, -18.1%, ?, -3.3%, -9.3%, -12.5, ?, -1.3%, 7.2
Cc1nnc(NC(=O)C(=O)c2cc(C)n(-c3ccc(C)c(C)c3)c2C)s1
 : nt, 5.6%, nt, 15.0%, nt, nt, -6.2%, nt, -17.8
Cc1ccc(C(c2sc3ncnn3c2O)N2CCC(C)CC2)cc1 (stereo not drawn)
 : -0.3%, 7.3%, 5.7%, 5.4%, 3.0%, 2.3, -2.9%, -0.2%, 3.7
